UTI89 phage lysis = inhibition of K1F phage lysis, E. coli UTI89, bacterial capsule biogenesis inhibitors, alamar blue (AID 488966); one-dose inhibition, % at 100 µM; IC50 in µM for titrated hits; hit rate 0.02% among 340,000; E. coli UTI89 K1F phage lysis, alamar blue, 2 h; higher % means a stronger effect;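 active = phage lysis inhibition, versus mean bacterial control, above a set limit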;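 also: capsule biogenesis inhibitors block K1F phage lysis so surviving cells raise fluorescence; higher fluorescence means more inhibition of phage lysis; actives were called in the ten point dose series up to 300 µM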
GPR55 LPI antagonism = inhibition of LPI-stimulated GPR55 beta-arrestin translocation – imaging, U2OS, beta-arrestin-GFP, LPI agonist, primary screen (AID 2013); U2OS GPR55 beta-arrestin-GFP translocation imaging, LPI antagonism; higher % means a stronger effect; inhibition, % at 10 µM; hits with a dose series show IC50 in µM; hit rate 0.13% among 290,000;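 active = spots per cell inhibited over 60%, with over 100 cells counted and total cytoplasm intensity under 500,000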;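 also: U2OS cells stably carrying GPR55 and arrestin-GFP stimulated by 5 µM LPI near EC80; imaged beta-arrestin-GFP aggregate spots per cell after agonist stimulation; plate controls were LPI-stimulated DMSO wells for no effect and DMSO wells without LPI for full effect; some results filed as inactive read as strong as hits; confirmed hits need IC50 under 10 µM and bright autofluorescent wells are also inconclusive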
KOR beta-arrestin-1 = kappa opioid receptor blockers – cell-based, luminescence, uHTS (AID 1778); KOR beta-arrestin recruitment, luminescence, antagonist mode; higher % means a stronger effect; inhibition, % at 10 µM; hits with a dose series show IC50 in µM; hit rate 0.091% among 290,000; in the data active = inhibition above about 50%; also: strong numbers were not always called active
NTR1 ag = agonists of NTR1, primary screen, imaging, U2OS cells, beta-arrestin-GFP, high content (AID 493036). activation, % at 20 µM. hit rate 0.17% among 330,000. NTR1-U2OS beta-arrestin-GFP spot imaging, agonist mode. P30989;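 active = activation at or above 40% of the spot to cytoplasm intensity ratio, with at least 20 cells analyzed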;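 also: 0% = DMSO without peptide and 100% = 100 nM NTR1 peptide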
Target sequence (P30989 whole entry, looked up): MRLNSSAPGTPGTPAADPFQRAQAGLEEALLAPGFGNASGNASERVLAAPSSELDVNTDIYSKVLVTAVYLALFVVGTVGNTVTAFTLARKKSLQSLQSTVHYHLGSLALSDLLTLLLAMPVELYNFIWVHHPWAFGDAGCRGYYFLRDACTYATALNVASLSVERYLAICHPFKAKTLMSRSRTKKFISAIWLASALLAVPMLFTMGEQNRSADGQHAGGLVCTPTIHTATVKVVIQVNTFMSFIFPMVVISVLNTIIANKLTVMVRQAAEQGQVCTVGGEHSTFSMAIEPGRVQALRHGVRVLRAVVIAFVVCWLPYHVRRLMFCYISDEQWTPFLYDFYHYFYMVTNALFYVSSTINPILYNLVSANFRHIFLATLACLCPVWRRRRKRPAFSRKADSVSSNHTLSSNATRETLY
Rac1 GTP hydrolysis = MgcRacGAP GTPase-activating activity inhibitors, confirmation, biochemical, ADP Hunter fluorescence. MgcRacGAP-stimulated Rac1 GTP hydrolysis, ADP Hunter fluorescence; higher % means a stronger effect; GST-tagged Rac1 F28L mutant substrate. inhibition, % at 30 µM; hits with a dose series show IC50 in µM. hit rate 0.6% among 340,000. AID 624330;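 active = first-screen hits whose inhibition reached a set limit at any dose in the follow-up dose series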;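 also: fluorescence reports GDP produced by GAP-driven GTP hydrolysis; strong numbers were not always called active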
NOD1 NF-kB reporter = inhibition of NOD1-driven NF-kB reporter – cell-based, luminescence, uHTS, primary screen (AID 1578) | NOD1-driven NF-kB luciferase reporter cells, luminescence; higher % means a stronger effect | inhibition, % at 4 µM, or EC50 in µM where a hit was titrated | hit rate 1% among 290,000; in the data active = inhibition mostly above about 36%, no sharp cut-off; inactive = mostly below about 34%;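 also: HEK-293T reporter cells stimulated with the NOD1 agonist gamma-tri-DAP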
GPR55 beta-arrestin = GPR55 agonists via beta-arrestin recruitment, primary screen, imaging, U2OS cells, beta-arrestin-GFP redistribution (AID 1961); activation, % at 10 µM; hits with a dose series show EC50 in µM; hit rate 0.048% among 290,000; U2OS GPR55 beta-arrestin-GFP redistribution imaging; higher % means a stronger effect;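 active = activation above 40% with more than 50 cells counted in the well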;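 also: U2OS osteosarcoma cells stably expressing GPR55 and beta-arrestin-GFP; plate controls were DMSO negative control for no effect and LPI positive control for full effect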
GPR35 antagonists = GPR35 antagonists blocking zaprinast-driven arrestin recruitment, primary screen, imaging, U2OS, beta-arrestin-GFP, zaprinast agonist (AID 2058). inhibition, % at 10 µM; hits with a dose series show IC50 in µM. U2OS GPR35 beta-arrestin-GFP translocation imaging, zaprinast antagonism; higher % means a stronger effect. hit rate 0.052% among 290,000;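 active = inhibition of at least 50% with at least 30 cells and total cytoplasm GFP at most 10,000,000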
KOR beta-arrestin-2 = kappa opioid receptor activators – cell-based, luminescence, uHTS, primary screen (AID 1777); hit rate 0.02% among 280,000; activation, % at 10 µM, or EC50 in µM where a hit was titrated; KOR beta-arrestin recruitment, luminescence; higher % means a stronger effect; in the data active = activation above about 50%, passing the limit was not always enough; also: a part of the inactive calls stands beside numbers as strong as those of hits
NTR1 ag cell count 20 µM = second read-out of NTR1 ag, no call of its own (marks repeat the call); cell count; measured here: cell count, cytotoxicity flag
Numbers without * were called inactive; i = inactive; · = no result given; [ ] = another dose, or the depositor's remark. Only part of the results is shown; rates above refer to the full screens.

Sequence of screens: UTI89 phage lysis	GPR55 LPI antagonism	KOR beta-arrestin-1	NTR1 ag	NTR1 ag cell count 20 µM	Rac1 GTP hydrolysis	NOD1 NF-kB reporter	GPR55 beta-arrestin	GPR35 antagonists	KOR beta-arrestin-2
CCOC(=O)C1=C(c2ccccc2)NC(=O)NC1c1cc(OCC)c(O)c([N+](=O)[O-])c1 (stereo not drawn)
 : -1.1%	7.7%	18.3%[20 µM]	0.6	30	12.7%	-30.9%	0.4%	-10.4%	-7.1%
O=C(C1CCN(Cc2ccccc2O)CC1)N1CCN(Cc2ccc3c(c2)OCO3)CC1
 : -0.1%	7.9%	8.9%	-0.5	84	21.2%	-24.7%	1.0%	-5.9%	0.6%
Cc1c(Br)c([N+](=O)[O-])nn1CC(=O)N1CCc2ccccc21
 : 0.0%	11.9%	-2.4%	-1.4	61	10.6%	-25.6%	-0.9%	3.1%	-4.0%
COC(=O)C1=C(C)NC(=O)/C1=C\c1cc(C)n(-c2ccccc2)c1C
 : -0.6%	12.3%	17.7%	1.6	38	13.1%	-11.1%	0.2%	5.3%	-4.7%
Cc1cccn2c(=O)c(/C=N/O)c(N3CCOCC3)nc12
 : ·	3.0%	-1.1%	-2.1	11	·	-15.1%	-0.6%	6.6%	-1.7%
COc1ccc(S(=O)(=O)CCC(=O)N2c3ccccc3CC2C)cc1 (stereo not drawn)
 : -0.2%	11.3%	-33.4%	0.4	49	3.5%	·	-0.1%	-3.0%	1.9%
COC(=O)CNC(=O)/C=C/c1cc(Br)ccc1OC
 : 0.2%	-3.0%	-23.0%	-0.7	73	11.3%	-10.8%	-0.6%	6.0%	0.2%
CC1CC(C)CN(CCCNC(=O)CCC(=O)N2CC(C)Oc3ccccc32)C1 (stereo not drawn)
 : 3.0%	-1.0%	10.3%[20 µM]	-1.1	67	3.3%	17.8%	0.4%	0.7%	0.8%
COc1ccc(NS(=O)(=O)c2cc3c(cc2C)N(C)CCO3)cc1
 : -0.8%	0.8%	-12.3%[20 µM]	-0.2	72	9.1%	-7.9%	0.5%	0.8%	-5.6%
COc1ccc(S(=O)(=O)N(CC(=O)NCc2cccnc2)C2CCCCC2)cc1OC
 : 0.0%	-8.8%	22.2%	0.7	64	11.7%	7.5%	0.7%	-3.3%	-2.4%
CCS(=O)(=O)c1ccc(-c2csc(-c3ccccc3)n2)c(Cl)c1Cl
 : 0.3%	31.4%	-68.7%	3.9	56	-5.8%	-10.4%	0.6%	-7.5%	1.0%
CCn1c(=O)n(CC)c2cc(N3CCCC3)c(NC(=O)c3cccc(C)c3)cc21
 : 0.3%	-5.9%	-24.6%	7.1	65	11.6%	21.2%	0.2%	-0.6%	-4.8%
COC(=O)c1cc(NC(=O)c2c(C)noc2C)ccc1N1CCOCC1
 : -0.7%[50 µM]	15.2%	5.9%	-0.6	56	8.0%	-16.2%	0.3%	2.5%	1.3%
COC(=O)c1cc2ccccc2n1Cc1ccc(Cl)nc1
 : 0.3%	7.5%	16.9%	-0.2	87	4.7%	-2.9%	0.0%	-5.1%	-1.1%
Cc1cccc(CS(=O)(=O)c2ncc(Cl)c(C(=O)NCc3ccc4c(c3)OCO4)n2)c1
 : -0.1%	-5.3%	20.8%	19.5	39	9.7%	70.3%*	-0.2%	-3.3%	1.6%

The final 3 records of the section before come first, to join the parts:
Sequence of screens: UTI89 phage lysis	GPR55 LPI antagonism	KOR beta-arrestin-1	NTR1 ag	NTR1 ag cell count 20 µM	Rac1 GTP hydrolysis	NOD1 NF-kB reporter	GPR55 beta-arrestin	GPR35 antagonists	KOR beta-arrestin-2
COC(=O)c1cc(NC(=O)c2c(C)noc2C)ccc1N1CCOCC1
 : -0.7%[50 µM]	15.2%	5.9%	-0.6	56	8.0%	-16.2%	0.3%	2.5%	1.3%
COC(=O)c1cc2ccccc2n1Cc1ccc(Cl)nc1
 : 0.3%	7.5%	16.9%	-0.2	87	4.7%	-2.9%	0.0%	-5.1%	-1.1%
Cc1cccc(CS(=O)(=O)c2ncc(Cl)c(C(=O)NCc3ccc4c(c3)OCO4)n2)c1
 : -0.1%	-5.3%	20.8%	19.5	39	9.7%	70.3%*	-0.2%	-3.3%	1.6%
Cc1sc2nc(CSCC(=O)Nc3ccc(OC(F)F)cc3)[nH]c(=O)c2c1C
 : i	4.9%	11.2%	0.5	60	9.1%	-29.3%	-0.4%	7.0%	-2.0%
Cc1cc(C)c(S(=O)(=O)N2CCN(C(=O)N3CCOCC3)CC2)c(C)c1
 : 0.1%	7.7%	-30.2%[20 µM]	1.1	77	6.7%	-19.5%	-0.1%	-8.7%	-1.2%
O=C(O)c1ccccc1Nc1ccccc1C(=O)O
 : 0.1%	28.9%	-10.2%	-1.1	72	2.0%	10.7%	-0.1%	11.5%	-0.5%
COc1ccc(CCNC(=O)C2CC(c3ccc(C(F)(F)F)cc3)=NO2)cc1 (stereo not drawn)
 : 0.7%	8.4%	31.2%	-2.4	70	7.0%	-4.6%	-0.2%	-7.5%	1.6%
O=C(CN1C2=NCCN2c2ccccc21)c1ccc(Br)cc1
 : 0.2%	14.4%	-1.4%	0.4	75	10.9%	6.8%	-0.3%	-5.5%	-5.9%
COc1ccc(S(=O)(=O)/C(C#N)=C/Nc2cccc(F)c2)cc1
 : 0.2%	-8.2%	-34.4%	-0.1	48	7.8%	-0.7%	-0.1%	-0.6%	-4.2%
CC(C)(C)NC(=O)C(c1ccncc1)N(C(=O)CNC(=O)c1ccco1)c1ccc2c(c1)OCO2 (stereo not drawn)
 : 0.3%	10.6%	-3.2%	3.5	85	6.9%	2.9%	-0.3%	-5.6%	4.0%
COc1ccc(C(NC(=O)C(C)C)c2c(O)ccc3ccccc23)cc1 (stereo not drawn)
 : -0.1%	4.3%	-22.4%[20 µM]	1.5	87	5.8%	1.5%	0.2%	3.4%	·
CCN(CC)C(=O)CSc1nc(O)cc(=O)n1-c1ccccc1OC
 : 5.9%	-4.0%	-12.8%	-0.3	92	3.5%	-12.3%	-0.1%	-3.5%	6.9%
CC1(C)C(C=C(Cl)Cl)C1C(=O)NC(O)C(=O)c1ccccc1 (stereo not drawn)
 : 0.0%	5.5%	-35.7%	1.3	50	6.2%	-11.5%	0.0%	0.7%	0.5%
C/C(Cc1ccccc1)=N\NC(=O)CNC(=O)c1ccc(Br)cc1
 : 0.2%	-1.8%	9.9%	0.4	72	3.8%	-6.0%	1.2%	0.0%	-2.6%
COC(=O)Nc1ccc(Oc2ccccc2)cc1
 : 0.4%	-2.2%	25.4%	-0.9	82	4.9%	-19.3%	-0.1%	4.4%	-3.1%
CC(C[N+](C)(C)C)OC(=O)C1(c2ccccc2)CCCC1 (stereo not drawn)
 : 0.5%	7.8%	-3.5%	-0.6	60	4.8%	11.1%	-0.1%	-23.4%	3.6%
C/C(Sc1nnc(Cc2ccccc2)o1)=C(/O)c1ccccc1
 : 0.4%[50 µM]	6.3%	20.5%	-0.8	41	6.9%	-4.6%	0.0%	-5.8%	6.3%
Cc1ccccc1Oc1ncnc2oc(-c3ccccc3)cc12
 : 0.3%	14.3%	3.4%	2.6	53	6.0%	·	-0.1%	2.0%	-2.7%

Printed as active in NOD1 NF-kB reporter (from the list above):
| molecule | GPR55 LPI antagonism | KOR beta-arrestin-1 | Rac1 GTP hydrolysis | NOD1 NF-kB reporter | GPR55 beta-arrestin | GPR35 antagonists | KOR beta-arrestin-2 |
| --- | --- | --- | --- | --- | --- | --- | --- |
| Cc1cccc(CS(=O)(=O)c2ncc(Cl)c(C(=O)NCc3ccc4c(c3)OCO4)n2)c1 | -5.3% | 20.8% | 9.7% | 70.3%* | -0.2% | -3.3% | 1.6% |

(next part)
Sequence of screens: UTI89 phage lysis	GPR55 LPI antagonism	KOR beta-arrestin-1	NTR1 ag	NTR1 ag cell count 20 µM	Rac1 GTP hydrolysis	NOD1 NF-kB reporter	GPR55 beta-arrestin	GPR35 antagonists	KOR beta-arrestin-2
O=C(O)CSCNC(=O)CC12CC3CC(CC(C3)C1)C2
 : 0.2%	-15.4%	16.4%	0.9	94	3.1%	19.5%	0.8%	-10.9%	2.2%
O=C(NC1CC1)c1ccc2c(c1)C1C3CCC(C3)C1C(c1ccccc1)N2 (stereo not drawn)
 : 1.8%[50 µM]	4.6%	0.5%	1.6	67	2.8%	-17.3%	0.3%	-10.5%	11.2%
COc1ccc(C2=Nn3c(nnc3C(F)(F)F)SC2)cc1
 : 1.1%	-2.1%	15.8%	0.5	53	5.4%	-8.5%	0.3%	4.0%	-0.5%
C/C(=C/C(=O)N1CCN(C)CC1)C(=O)O
 : -6.8%	13.3%	25.3%	·	·	2.8%	-10.6%	0.4%	-10.3%	-0.7%
Cc1cc(C)n(-c2ccc(C(=O)Nc3nc4ccccc4s3)cc2)n1
 : 0.5%	18.3%	-2.1%	1.3	40	15.9%	-36.1%	0.9%	10.8%	-6.3%
COc1ccc(C(=O)NCC(=O)OCC(=O)N2CC(C)CC(C)C2)cc1 (stereo not drawn)
 : 2.1%	3.9%	-12.5%	10.0	79	8.1%	-9.4%	-0.1%	-5.3%	-3.4%
Cc1cc(NC(=O)C(C)Oc2ccccc2)no1 (stereo not drawn)
 : 0.5%	0.5%	18.5%	0.1	35	3.8%	-10.1%	0.3%	-0.3%	-4.3%
CCN(CC)CCN(C)C1CCC(c2ccccc2)CC1 (stereo not drawn)
 : 2.8%	3.9%	24.5%	·	·	29.0%	10.1%	0.0%	-1.7%	0.4%
CCN(CC(=O)NCCc1ccc(S(N)(=O)=O)cc1)Cc1nc2ccccc2c(=O)[nH]1
 : 0.2%	0.3%	2.6%	0.4	72	7.3%	-5.1%	0.5%	-6.7%	5.4%
Cc1nn(CCc2n[nH]c(=S)n2C2CCCCC2)c(C)c1Br
 : 0.1%	-0.1%	22.3%	1.6	49	6.0%	16.4%	0.2%	-5.8%	-2.3%

Arranged by molar mass (descending): some entries from above.
Sequence of screens: UTI89 phage lysis	GPR55 LPI antagonism	KOR beta-arrestin-1	NTR1 ag	NTR1 ag cell count 20 µM	Rac1 GTP hydrolysis	NOD1 NF-kB reporter	GPR55 beta-arrestin	GPR35 antagonists	KOR beta-arrestin-2
CCN(CC(=O)NCCc1ccc(S(N)(=O)=O)cc1)Cc1nc2ccccc2c(=O)[nH]1
 : 0.2%	0.3%	2.6%	0.4	72	7.3%	-5.1%	0.5%	-6.7%	5.4%
Cc1nn(CCc2n[nH]c(=S)n2C2CCCCC2)c(C)c1Br
 : 0.1%	-0.1%	22.3%	1.6	49	6.0%	16.4%	0.2%	-5.8%	-2.3%
COc1ccc(C2=Nn3c(nnc3C(F)(F)F)SC2)cc1
 : 1.1%	-2.1%	15.8%	0.5	53	5.4%	-8.5%	0.3%	4.0%	-0.5%

Screens deposited in PubChem BioAssay by several laboratories.
